Compound activity from PubChem BioAssay.
SV40 large T antigen = SV40 large T antigen inhibitors, biochemical (AID 1903); SV40 large T antigen ATPase/helicase inhibition assay; higher % means a stronger effect; actives 0.39% (n = 310,000); one-dose inhibition, % at 20 µM; IC50 in µM for titrated hits; in the data active = a potency from the dose series; inconclusive = inhibition mostly from about 32% at the one dose, without a potency; inactive = the rest, 99 in 100 with inhibition below about 32%; note: strong numbers were not always called active
WT yeast gro inh = growth inhibition of WT strain, primary screen, mitochondrial fusion inhibitor project, WT and mutant strains, chemical genetic; mitochondrial fusion phenotypic screen; inhibition, % at 10 µM; actives 2.1% (n = 190,000); AID 1362, 2008; in the data active = inhibition above about 58%; tested in S. cerevisiae
West Nile antiviral = West Nile virus antiviral activity, cell-based, CPE readout (AID 1621); West Nile virus-infected cells, CPE inhibition; higher % means a stronger effect; CPE inhibition, % at 10 µM; hits with a dose series show IC50 in µM; actives 0.02% (n = 290,000); in the data active = a potency from the dose series; inconclusive = CPE inhibition mostly from about 3.7% at the one dose, without a potency; inactive = the rest, 99 in 100 with CPE inhibition below about 2.2%; note: strong numbers were not always called active
K1F lysis inhibition = inhibition of K1F phage lysis, E. coli UTI89, bacterial capsule biogenesis inhibitors, alamar blue (AID 488966); E. coli UTI89 K1F phage lysis, alamar blue, 2 h; higher % means a stronger effect; inhibition, % at 100 µM, or IC50 in µM where a hit was titrated; actives 0.02% (n = 340,000);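 active = phage lysis inhibition, versus mean bacterial control, above a set limit; inconclusive = no clear call, values can overlap the other calls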;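 note: capsule biogenesis inhibitors block K1F phage lysis so surviving cells raise fluorescence; higher fluorescence means more inhibition of phage lysis; actives were called in the ten point dose series up to 300 µM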
Yfh1-off respiration = enhancers of respiration in Yfh1-depleted yeast, dose response, Friedreich's ataxia, plus single-dose screen (AID 1465); S. cerevisiae Yfh1-off respiration, WST-1 reduction, 72 h; higher fold induction means a stronger effect; one-dose fold induction at 50 µM; EC50 in µM for titrated hits; actives 0.074% (n = 220,000);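 active = fold induction of absorbance versus untreated yeast above a set limit, then at least 30% activation at any dose in follow-up; inconclusive = repeats straddling the limit, or above it without dose testing; inactive = fold induction below the set limit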;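 note: activators that raise dye reduction in frataxin-depleted yeast; strong numbers were not always called active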
ER stress rescue = rescue of cells from ER stress-induced death, primary screen, 384-well, CSM14.1, thapsigargin, ATP luminescence (AID 1222); CSM14.1 thapsigargin-induced death rescue, ATP luminescence; higher % means a stronger effect; 190,000 tested, under 10 active; cellular ATP content (survival), % at 20 µM; hits with a dose series show EC50 in µM;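 active = EC50 below 50 µM in the dose-response confirmation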;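 note: death triggered by thapsigargin at about 15 µM added after 2 h compound pretreatment; cell ATP read after overnight thapsigargin exposure of roughly 18 to 22 hours; normalized against plate controls of thapsigargin alone and 5% DMSO vehicle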
XIAP antagonists = XIAP antagonists, biochemical, IAP family, fluorescence polarization (AID 1018). actives 0.007% (n = 200,000). displacement, % at 20 µM, or IC50 in µM where a hit was titrated. XIAP BIR domain, fluorescence polarization peptide displacement; higher % means a stronger effect; in the data active = displacement above about 50%; note: a part of the inactive calls stands beside numbers as strong as those of hits
NS5 inhibitors = Dengue-2 NS5 methyltransferase inhibitors, primary screen, biochemical, confirmation dose response (AID 588689); Genome polyprotein (Dengue virus type 2 (strain 16681-PDK53)); Dengue-2 NS5 methyltransferase capping enzyme assay, biochemical; higher % means a stronger effect; inhibition, % at 25 µM, or IC50 in µM where a hit was titrated; actives 0.3% (n = 340,000); in the data active = a potency from the dose series; inconclusive = inhibition above about 29% without an active follow-up result
RSV CPE inhibition = RSV antiviral activity via CPE protection, HEp-2 cells, primary 10 µM value included (AID 2391) | actives 0.13% (n = 310,000) | CPE inhibition, % at 10 µM, or IC50 in µM where a hit was titrated | HEp-2 cells, RSV-induced CPE inhibition; higher % means a stronger effect; in the data active = a potency from the dose series; inconclusive = CPE inhibition mostly from about 23% at the one dose, without a potency; inactive = the rest, 99 in 100 with CPE inhibition below about 21%; note: strong numbers were not always called active
WT yeast gro inh mutant strain = recorded beside WT yeast gro inh, whose call it bears; inhibition, %; mitochondrial fusion phenotypic screen, mutant strain inhibition
NS5 inhibitors pilot replicate = recorded beside NS5 inhibitors, whose call it bears; inhibition, %; measured here: pilot screen replicate inhibition
An asterisk follows results filed as active; i = inactive; ? = inconclusive; · = no result given; & = joins results of further samples; [ ] = dose if it differs, or a comment.

SMILES	SV40 large T antigen	WT yeast gro inh	WT yeast gro inh mutant strain	West Nile antiviral	K1F lysis inhibition	Yfh1-off respiration	ER stress rescue	XIAP antagonists	NS5 inhibitors	RSV CPE inhibition	others
O=C(Nc1nccs1)c1cc(S(=O)(=O)N2CCOCC2)ccc1Cl	2%	-5	2	-0.2%	6.8%	i	1.3%	-6.5%	-2%	0.5%
NS(=O)(=O)c1ccc(CNC(=O)/C=C/c2cccc([N+](=O)[O-])c2)cc1	7%	·	·	-0.9%	-0.1%	i	·	·	-1%	2.3%
C[N+]1(CC#CC(O)(c2ccccc2)c2ccccc2)CCCC1	6%	-8	-3	1.1%	3.4%	i	-3.4%	-0.3%	1%	0.6%
COc1ccc(N(CC(O)CN2C(=O)NC(C)(C)C2=O)S(=O)(=O)c2ccccc2)cc1 (stereo unspecified)	7%	2	7	-0.2%	-0.2%	i	-2.9%	-4.7%	3%	-0.3%	NS5 inhibitors pilot replicate=-2.1
Cc1ccc(CN2CCN(Cc3cn[nH]c3-c3ccccc3)CC2CCO)o1 (stereo unspecified)	8%	14	9	-0.4%	0.2%	i	-0.7%	-8.2%	·	1.3%
CC(C)(C)c1cc2nc(N)nc(N)n2n1	8%	·	·	1.6%	0.8%	i	·	·	-2%	0.2%
CCn1c(SCC(=O)NC2CCCCC2)nnc1-c1cc2cccc(OC)c2o1	4%	3	14	-0.2%	1.5%	i	-0.5%	-2.1%	0%	1.3%
CC(=O)N1CCc2cc(Br)cc(S(=O)(=O)N3CCCCC3)c21	12%	·	·	-1.1%	0.4%	·	·	·	-4%	3.1%
COc1ccc(C(=O)NNC(=O)c2ccccc2[N+](=O)[O-])cc1Br	21%	1	-18	0.4%	3.2%	i	-0.8%	-4.0%	-7%	4.4%
Cc1ccc(NC(=O)c2ccccc2Br)cc1S(=O)(=O)N(C)C	5%	-15	-10	-0.2%	0.8%	i	2.1%	-6.1%	-12%	0.2%
Cc1[nH]c2ccc(OC(=O)N3CCOCC3)cc2c1C(=O)OC(C)C	3%	-11	-31	0.1%	?	i	-1.2%	-4.7%	-7%	3.8%
COc1cc(-c2noc(CCCC(=O)NCc3ccccc3)n2)cc(OC)c1OC	0%	12	7	-0.2%	-0.2%	i	-1.1%	-6.5%	0%	0.8%
Cc1ccc(O)c(NC(=O)c2noc(C(C)C)c2[N+](=O)[O-])c1	11%	-7	15	0.2%	-0.3%	i	-0.8%	-6.3%	-21%	0.2%
CCCC(CCC)C(=O)OC1C[C@H]2CC[C@@H](C1)[N+]2(C)C (stereo partly specified)	1%&23%	7	1	0.1%	4.1%	i	0.7%	-6.1%	-7%	0.1%
COc1ccc(OC)c(NC(=O)c2ccc3c(c2)OCO3)c1	-2%	·	·	-0.4%	0.2%	·	·	·	0%	1.5%
COc1ccc(S(=O)(=O)Nc2ccccc2C)cc1C(=O)N1CCOCC1	11%	18	11	0.1%	1.1%	i	-1.3%	-5.0%	-1%	0.9%
CSc1nnc(-c2cnccn2)n1CCCN1CCCC1=O	15%	5	16	-0.1%	0.4%	i	1.1%	-6.0%	-7%	2.2%
CCOc1ccc(-c2c(C(=O)N/N=C/C3CCCCC3)nnn2-c2nonc2N)cc1	-5%	·	·	-0.5%	0.7%	·	·	·	-2%	-1.2%
CC1(C(=O)NNC(=S)NCC2CCCO2)CC1(Cl)Cl (stereo unspecified)	11%	·	·	0.9%	1.2%[50 µM]	·	·	·	1%	1.2%
O=C(N1CCc2[nH]c3ccccc3c2C1)C(F)(F)F	-1%	·	·	0.0%	-0.9%[50 µM]	·	·	·	1%	-0.1%
N#C/C(=N\Nc1cccc2ccccc12)c1nnc2n1CCCCC2	5%	4	3	-0.3%	0.2%	i	1.8%	-6.9%	10%	2.8%
O=S(=O)(NC1CC1)c1ccc(S(=O)(=O)N2CCCc3ccccc32)cc1	6%	2	16	-1.2%	0.9%	i	-0.6%	-0.7%	-3%	2.5%
O=C(NCc1cccnc1)c1ccc(COc2ccccc2Br)cc1	1%	38	15	-1.1%	-0.3%	i	2.3%	-3.1%	-2%	0.2%
COc1ccc(NC(=O)CN2C(=O)S/C(=C/c3cccn3-c3ccc(C(=O)O)cc3)C2=O)cc1	16%	·	·	0.1%	-0.1%	·	·	·	13%	1.8%
CC1=CC(c2ccc(Cl)cc2)n2nc(N3C(=O)CCC3=O)nc2N1 (stereo unspecified)	20%	-14	-8	-0.1%	0.2%	i	-1.4%	-2.0%	-7%	4.0%

Following part
SMILES	SV40 large T antigen	WT yeast gro inh	WT yeast gro inh mutant strain	West Nile antiviral	K1F lysis inhibition	Yfh1-off respiration	ER stress rescue	XIAP antagonists	NS5 inhibitors	RSV CPE inhibition	others
COCCCNC(=O)C1CCC(CNS(=O)(=O)c2ccc(C)cc2)CC1 (stereo unspecified)	7%	-12	8	0.5%	·	i	·	-0.8%	·	0.5%
O=C(NC12CC3CC(CC(C3)C1)C2)c1ccc(-c2ccc(Cl)cc2)o1	3%	57	24	-1.9%	1.2%[50 µM]	i	-2.7%	-3.9%	4%	1.1%
CCc1ccc(Nc2nc(N3CCOCC3)nc(N3CCOCC3)n2)cc1	5%	·	·	0.1%	0.4%	·	·	·	-11%	3.6%
O=S(Cc1ccccc1)CC(O)(c1ccc(Cl)cc1)c1ccc(Cl)cc1 (stereo unspecified)	2%	-11	34	-1.1%	0.0%	i	-1.5%	-18%	1%	5.2%
CC(C)c1ccc(NC2CCCN(C(=O)c3cscn3)C2)cc1 (stereo unspecified)	4%	·	·	-0.5%	0.1%	·	·	·	6%	1.6%
CCN=C1NN=C(c2cc(C)n(Cc3ccco3)c2C)CS1	11%	-7	-11	-0.1%	2.5%	i	-4.9%	-18%	8%	11%
CCOC(=O)/C(C#N)=C/c1cc2ccccc2nc1N1CCOCC1	7%	1	2	-0.4%	1.5%	i	19%	-4.4%	1%	2.1%
O=C(Cn1ccc2ccccc2c1=O)Nc1ccc2c(c1)OCO2	-2%	8	13	-0.2%	4.8%	i	-0.5%	1.2%	-6%	1.1%
COc1ccccc1CNC(=O)c1csc2c1CCCC2	7%	-13	-27	-0.8%	0.2%	i	0.8%	-5.8%	-1%	0.2%
COc1ccc(C)cc1NC(=O)C1CCCN(S(=O)(=O)c2ccc(-n3cnnn3)cc2)C1 (stereo unspecified)	9%	·	·	3.4%	0.1%	·	·	·	-8%	4.3%
O=S(=O)(c1ccccc1)c1nc(-c2ccc(F)cc2)oc1N1CCOCC1	4%	·	·	-0.8%	-0.1%	·	·	·	-7%	1.8%
Cc1[nH]n(-c2ccc(Cl)cc2)c(=O)c1/C=N/c1nnc(-c2ccccc2)s1	12%	15	0	-0.8%	2.2%[50 µM]	i	0.6%	-2.8%	-11%	2.6%
Cc1ccc(Cn2c(C)cc3c(c2=O)C(c2cccs2)C(C#N)=C(N)O3)cc1 (stereo unspecified)	8%	2	8	-0.3%	1.8%	i	-0.3%	-2.8%	-2%	-0.5%
CCNC(=O)CC1C(=O)N(c2ccc(C)cc2)C(=O)N1CCc1ccc(OC)c(OC)c1 (stereo unspecified)	4%	8	8	0.4%	0.4%	i	-1.5%	-3.6%	-11%	1.1%
COc1ccc(NC(=O)C2CCCN2c2nn3c(=O)cc(C)nc3s2)cc1 (stereo unspecified)	6%	·	·	-0.5%	4.7%	·	·	·	-3%	0.8%
Cc1cc(C)n(/N=C\c2c(O)ccc3ccccc23)c(=O)c1C(N)=O	-1%	0	-2	-0.5%	0.5%	i	-1.3%	-12%	3%	4.0%
CSc1nc2ccc(NC(=O)c3ccc(F)c(F)c3)cc2s1	-6%	23	1	-1.0%	3.9%	i	-0.1%	-7.5%	-8%	0.6%
N#Cc1cc2c(nc1SCc1ccccc1)CCC2	1%	-11	-15	0.7%	0.7%	i	-2.3%	-4.4%	-2%	1.3%
Cc1cc(C)n(CC(=O)O)n1	-5%	2	-8	0.0%	-0.6%	i	-4.2%	-2.5%	0%	1.7%
CC(C)CNC(=S)NNC(=O)c1ccc(OC(F)F)cc1	16%	6	20	0.2%	8.7%	i	-0.6%	0.1%	-3%	0.7%
CCCC(=O)c1ccc(-c2ccccc2)cc1	-3%	-27	-30	0.1%	0.3%	i	-0.8%	-4.0%	-12%	1.0%
CCOc1ccc(NC(=O)Nc2cc(C(C)C)c(O)cc2C)cc1	13%	·	·	-0.8%	0.5%[50 µM]	i	·	·	-5%	10%
CN(C)C(=O)c1cn(-c2ccccc2)nc1-c1cccs1	4%	5	5	-1.3%	3.3%	i	1.4%	-0.2%	-3%	1.6%
O=C(CSc1nccn1-c1ccccc1)c1ccc(Cl)cc1	12%	-33	13	·	-0.1%	·	0.4%	0.3%	-7%	1.6%
Cc1ccc(N2OC3C(=O)NC(=O)C3C2c2ccco2)cc1 (stereo unspecified)	3%	-17	-2	-0.1%	-2.4%	i	·	-10%	-1%	1.9%

(continued)
SMILES	SV40 large T antigen	WT yeast gro inh	WT yeast gro inh mutant strain	West Nile antiviral	K1F lysis inhibition	Yfh1-off respiration	ER stress rescue	XIAP antagonists	NS5 inhibitors	RSV CPE inhibition	others
Cn1cccc1/C=N/NC(=O)c1sc2ccccc2c1Cl	3%	5	14	·	0.8%	·	-2.6%	-1.6%	1%	5.0%
CCOc1ccccc1NC(=O)Cn1c(-c2ccc(Cl)cc2)noc1=O	4%	·	·	-0.3%	-0.3%[50 µM]	i	·	·	0%	1.7%
FC(F)(F)c1ccc2c(c1)nc1n2CCCC1	3%	49	2	-0.5%	-0.5%	i	-0.9%	-20%	2%	4.9%
CCOC(=O)CC1C(=O)NCCN1C(=O)c1ccc(Cl)c(Cl)c1 (stereo unspecified)	13%	·	·	-0.4%	0.2%	·	·	·	-10%	0.6%
CCCNC(=O)CN(C)S(=O)(=O)c1ccc(F)cc1	8%	-26	8	-0.8%	-0.1%	i	-3.3%	-19%	-4%	0.0%
BrC(=C\c1ccccc1)/C=N/Nc1nc2ccccc2[nH]1	14%	25	7	0.5%	1.7%[50 µM]	i	-1.0%	-3.4%	-4%	1.2%
